12-LOX inh = Primary qHTS assay for inhibitors of human arachidonate 12S-lipoxygenase (ALOX12): Round 2 | hit rate 1.1% among 580,000 | purified 12hLO, xylenol orange hydroperoxide absorbance | AID 1671190, 2021 | Potency, µM (doses to about 108 µM), inactives show at the top dose activity change, negative = inhibition, most hits filed as inhibitors; active = well fitted inhibition curve with a large enough effect; inconclusive = small, poorly fitted or top-dose-only effect, or another doubt; inactive = no such curve, though single readings can be large or run the other way; note: potency is the fitted concentration of half-maximal effect
Target sequence (P18054 whole entry, looked up): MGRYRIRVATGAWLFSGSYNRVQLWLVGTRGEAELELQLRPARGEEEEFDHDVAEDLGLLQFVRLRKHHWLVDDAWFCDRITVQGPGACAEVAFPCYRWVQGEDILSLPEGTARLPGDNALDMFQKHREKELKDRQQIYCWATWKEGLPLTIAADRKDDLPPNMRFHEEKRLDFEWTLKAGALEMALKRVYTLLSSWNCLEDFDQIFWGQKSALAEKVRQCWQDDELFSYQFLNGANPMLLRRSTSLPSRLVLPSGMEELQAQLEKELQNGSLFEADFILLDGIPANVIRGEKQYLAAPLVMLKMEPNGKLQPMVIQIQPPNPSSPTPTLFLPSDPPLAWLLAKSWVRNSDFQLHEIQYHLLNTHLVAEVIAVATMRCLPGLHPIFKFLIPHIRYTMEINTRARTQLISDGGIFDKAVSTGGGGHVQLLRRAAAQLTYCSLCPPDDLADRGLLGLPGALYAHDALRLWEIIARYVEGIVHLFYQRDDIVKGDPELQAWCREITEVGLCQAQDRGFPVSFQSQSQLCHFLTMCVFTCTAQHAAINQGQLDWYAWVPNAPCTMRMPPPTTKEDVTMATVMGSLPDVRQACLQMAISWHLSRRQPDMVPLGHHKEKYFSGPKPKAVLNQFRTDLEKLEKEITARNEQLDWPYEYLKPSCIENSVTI
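Purified human 12hLO at 150 nM in 25 mM Hepes, 0.01% Triton X-100, pH 7.0, preincubated 15 min at room temperature with compound. Reaction started with 40 uM arachidonic acid, 30 min at room temperature. Hydroperoxide measured by Fe-xylenol orange, 573/405 nm absorbance ratio.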
LDHA block = qHTS assay for inhibitors of human lactate dehydrogenase; L-lactate dehydrogenase A chain (Homo sapiens), P00338; purified LDHA, NADH/diaphorase-resazurin fluorescence; active compounds read low; activity change, % (values are at about 110 or 230 µM); hit rate 0.15% among 480,000; AID 1347041, 2019; in the data active = activity change below about -30%; inconclusive = mostly about -25% to -30%;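 note: plate controls were DMSO wells for no effect and wells without enzyme for full effect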
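LDH5 2 nM; NADH 0.06 mM, pyruvate 0.2 mM; 200 mM Tris pH 7.4, EDTA, Tween-20; 5 min RT. Detection: diaphorase 0.133 mg/mL + resazurin 37 µM, fluorescence ex540/em590 at 0 and 20 min; normalized to enzyme-free and DMSO wells.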
Starred values were filed as active, the others as inactive; ? = inconclusive; [ ] = remark or other dose. Unless noted, % is set by controls: 0 for no effect and ±100 for the full control effect.

SMILES | 12-LOX inh | LDHA block
COc1ccc(CC(=O)N2N=C(c3ccc(F)cc3)CC2(O)C(F)(F)F)cc1 (stereo unspecified) | 5% | 3
c1csc(CNCCC2CCCC2)c1 | -22% | -9
CC(NC(=O)c1nn(C)c(=O)c2ccccc12)c1ccc(Cl)cc1Cl (stereo unspecified) | -10% | 3
COc1ccc(N)cc1OCCO | ? | 26
COc1ccc2cc(C(=O)NC3CCS(=O)(=O)C3)[nH]c2c1 (stereo unspecified) | 6% | 3
CCn1c(SCC(=O)O)nc2c(=O)n(C)c(=O)n(C)c21 | -1% | 12
Cc1ccc(Nc2nc(NCc3ccc(Cl)cc3)nc(N)c2[N+](=O)[O-])cc1 | ? | -2
CNC(=O)NC(=O)CCN(C)Cc1ccc(C(C)C)cc1 | ? | 1
COc1cc(/C=C(\C#N)c2nc3ccc(C)cc3[nH]2)cc(Br)c1OC | 28% | 1
Cc1cccc(-n2nnnc2C2(NCc3ccccc3)CCCC2)c1 | 8% | -16
CC(C)OCCCNC(=O)c1cc(-c2ccccc2)nc2ccccc12 | 0% | -4
CCOc1ccc(-c2nc(CNC(=O)NC3CCCC3)c(C)o2)cc1 | 6% | -2
COC(=O)C1C2CCC(C2)C1C(=O)OCC(=O)c1ccc(-c2ccccc2)cc1 (stereo unspecified) | ? | 6
O=C(NCCN1CCC(n2c(=O)[nH]c3ccccc32)CC1)c1ccccc1Cl | ? | -1
Clc1ccc(Cl)c(-c2nn3c(CN4CCOCC4)nnc3s2)c1 | ? | 4
CCN1CCN(c2ccc(NC(=O)c3ccc(S(=O)(=O)NCc4ccco4)cc3)cc2)CC1 | -15% | -5
NS(=O)(=O)N1CCCC(c2nc3ccccc3o2)C1 (stereo unspecified) | 40%[activator] | -8
[2H]C1=C([2H])C([2H])(CC(=C)C)[N+](C)(C)C([2H])(CC(=C)C)C1[2H] (stereo unspecified) | -103% | 3
O=C(Cn1c(=O)n(CCc2ccccc2)c(=O)c2sccc21)c1ccccc1Cl | -29% | 8
O=C(OCC(=O)N1CCCCC1)c1cc(-c2cccs2)nc2ccccc12 | -3% | -3
CC(Oc1cccc(Cl)c1Cl)C(=O)NN (stereo unspecified) | 50%[activator] | 2
COC(=O)C(CC(C)C)NC(=O)Nc1ccc(C)cc1C (stereo unspecified) | -10% | -12
CC(C)C[C@H]1CN(CCCC[C@H]2CNC(=O)C(=O)N2CCc2ccc(O)cc2)C(=O)C(=O)N1CCC1CCCCC1 | ? | 3
Nc1nnnn1NCc1ccc(-c2ccccc2F)o1 | -12% | 0
COC(=O)c1ccc(CNC(=O)c2cccc(NC(C)=O)c2)cc1 | -15% | ?
Cc1cccc(NC(=O)NC(=O)CN(C)Cc2ccccc2)c1C | 30%[activator] | 1
Cn1c(=O)c2c(nc(N(CCO)CCO)n2Cc2ccccc2)n(C)c1=O | 0% | 7
CCOC(=O)[C@]12CCC=C1N(Cc1ccc3c(c1)OCO3)C(=O)[C@H](CC(=O)N1CCC(c3ccccc3)CC1)C2 | ? | -2
Cc1cccc(C(=O)N(Cc2cccs2)C2CC2)c1 | -8% | 10
CCOC(=O)[C@]12CCCC=C1N(Cc1cccc3ccccc13)C(=O)[C@H](CC(=O)NCc1ccc(C)o1)C2 | 3% | 0
Cc1oc(-c2nc(C#N)c(N(C)Cc3ccccc3)o2)cc1S(=O)(=O)N1CCOCC1 | 19% | -1
CCCc1sc(C(=O)Nc2ccccc2O)cc1CC | 13µM* | 4
COc1cccc(C(=O)c2sc(Nc3ccc(Cl)cc3C)nc2N)c1 | ? | 7
COc1ccc2c(C)c(CC(=O)NCCCn3ccnc3)c(=O)oc2c1OC | -1% | 8
CCn1cc(S(=O)(=O)N2CCCC2C(=O)O)c(C)n1 (stereo unspecified) | -1% | 10
FC(F)(F)c1cc(-c2cccs2)nc2sc3ccccc3c12 | -6% | 5
CCN(CC)C(=O)Oc1ccc2c(=O)c(-c3ccccc3)c(C)oc2c1 | 3% | -1
O=C(O)Cn1cccc(C(F)(F)F)c1=O | -54% | 1
O=C(NCc1cccs1)c1cc(-c2cccnc2)nc2ccc(Cl)cc12 | ? | 1
O=C1/C(=C/c2ccc3ccccc3c2)CCC1C1CCCC1 (stereo unspecified) | ? | 3
Cc1cc(C)c2c(=O)[nH]c(SC(C)C(=O)Nc3ccc(Cl)cc3F)nc2n1 (stereo unspecified) | ? | 1
CC1CCCC(C(=O)O)N1 (stereo unspecified) | -35% | 0
CCCOc1ccc(NC(=O)C(C)Oc2ccccc2OC)c2cccnc12 (stereo unspecified) | 27% | 5
O=C(CSc1ncc(-c2ccc(Br)cc2)o1)N1CCCCCC1 | -38% | -3
Nc1nc(COC(=O)c2c(Cl)cccc2Cl)nc2ccccc12 | 4% | -11
CC(C)c1ccc(/C=C/C(=O)Nc2ccc(F)cc2F)cc1 | ? | 4
CCCOc1ccc(C(=O)N2CCN(c3nc4sc5c(c4c(=O)n3C)CCCC5)CC2)cc1 | -7% | -4
CC(C)NC(=O)C1CCN(C(=O)c2ccc3ccccc3n2)CC1 | ? | 2
Cc1cccc(NC(=O)CCN2CCN(Cc3cccc4ccccc34)CC2)c1 | 28µM* | 7
Cc1cccc(C)c1Nc1nc(N)c(C(=O)c2c(C)[nH]c3ccccc23)s1 | -25% | 36
Cc1c(C(=O)C(=O)N(Cc2ccccc2)C(C)C)c2ccccc2n1C | ? | 8
O=C(OCC(c1ccccc1)c1ccccc1)c1cccnc1 | 2% | -4
COc1ccc(C(C(=O)NC(C)(C)C)n2c(-c3ccc(=O)[nH]c3)nc3ccccc32)cc1 (stereo unspecified) | -9% | 4
Cc1ccc(NS(=O)(=O)c2ccc(N/N=C/c3ccccc3)c([N+](=O)[O-])c2)c(C)c1 | 28% | -2
O=C(Nc1ccc2c(c1)C(=O)c1ccccc1-2)c1ccc2c(c1)OCO2 | 6% | 11
COc1ccc(OC)c(-c2noc(NCCc3ccc(Cl)cc3)n2)c1 | -1% | 3
CCn1nc(C(=O)NC(C)(C)C)c2ccccc2c1=O | -2% | -1
Cc1nn(-c2nc3c(c(=O)n(CC(=O)C(C)(C)C)c(=O)n3C)n2CC(C)C)c(C)c1C | -6% | 0
COc1ccccc1/C=C(/C#N)C(=O)c1c(Cl)cccc1Cl | -100% | -1
N#Cc1ccc(Cc2cnc(NC(=O)c3ccsc3)s2)c(C(F)(F)F)c1 | 8% | 0

Carrying on.
SMILES | 12-LOX inh | LDHA block
CN(Cc1ccccc1)C(=O)CSc1ncnc2ccccc12 | -3% | 2
CC(=O)NCc1ccc(C(=O)OC(C)C(=O)C23CC4CC(CC(C4)C2)C3)cc1 (stereo unspecified) | -7% | 7
COc1ccc(/C=C2/C(=O)C(C)(C)OC2(C)C)cc1OC | -31% | 2
COC(=O)c1ccc(COC(=O)c2ccc(C)cc2C)cc1 | ? | 3
Cc1ccc2nc(C)cc(C(=O)OC(C)C(=O)NC3CCCC3)c2c1 (stereo unspecified) | -10% | 4
Cc1ccc(C(=O)C(C)OC(=O)c2c(C)noc2C)cc1C (stereo unspecified) | ? | -8
CCCCn1nc(C(=O)Nc2cccc(C)c2C)c2ccccc2c1=O | -6% | 3
COC(=O)C1=C(N)Oc2c(oc(CO)cc2=O)C1c1ccc(F)cc1F (stereo unspecified) | -9% | -7
Cc1cccc(N(Cc2ccccc2)C(=O)c2ccccn2)c1 | 8% | -2
CCS(=O)(=O)N1CCc2cc(C(=O)Nc3c(C)cc(C)cc3C)ccc21 | 0% | 2
Cn1cc(C(=O)NC2CCN(Cc3ccccc3)CC2)c2ccccc21 | 29% | -6
CCc1nnc(C(=O)Nc2ccc(C(=O)N3CCOCC3)cc2)s1 | -1% | 0
Cn1cccc1C(=O)NCCc1c[nH]c2ccccc12 | -13% | -12
CCCC(=O)Nc1cccc(-c2nc3cc(C)cc(C)c3o2)c1C | 3% | 0
Cc1cnc(C(=O)OCc2ccc(-c3ccccc3C#N)cc2)cn1 | 1% | 10
O=C(C1CCCO1)N1CCN(Cc2coc(-c3cccc(F)c3)n2)CC1 (stereo unspecified) | 5% | 2
COc1ccc(C2=NS(=O)(=O)N(C)C(C(=O)N3CCN(c4ccc(F)cc4)CC3)=C2)cc1 | -2% | -3
CCOC(=O)C1=CN(c2ccc(F)cc2)C=C(C(=O)OCC)C1c1ccc2c(c1)OCO2 | 8% | 0
CCOc1ccc(NC(=O)c2nn(CC)c(=O)c3ccccc23)cc1OCC | -29% | -2
C/C(=N\Nc1ccccc1Br)c1ccc(-c2ccccc2)cc1 | 0.71µM* | 5
COc1cc(/C=C/c2ccc3cccc([N+](=O)[O-])c3n2)cc(OC)c1O | ? | 21
N#Cc1nc(COc2ccc(Br)cc2)oc1NCc1ccc2c(c1)OCO2 | ? | 0
N#Cc1ccccc1CON=C1CCC2(CC1)OCCO2 | 2% | 2
O=C(O)CCNS(=O)(=O)c1cccc(Cl)c1 | -5% | -5
CCCCCCn1cc(CN2CC(N(C)CCC)CS2(=O)=O)nn1 (stereo unspecified) | ? | -5
CCOC(=O)C1=C(C)N(CC)C(=O)NC1c1ccc(OC(F)F)cc1 (stereo unspecified) | -27% | 6
O=C(CCN1C(=O)c2ccccc2S1(=O)=O)Nc1cccc(C(=O)O)c1 | 13% | -19
CC(C)c1nc2cc(NC(=O)c3n[nH]c(=O)c4ccccc34)ccc2o1 | 8% | -6
Nc1[nH]c(C(=O)c2ccccc2)c(-c2ccccc2Cl)c1C(=O)c1ccccc1 | -29% | 5
CCn1c(SCc2nnc(C)o2)nc2sc(C)c(C)c2c1=O | ? | 6
COc1ccc(-c2nc3cnccn3c2NC2CCCC2)cc1 | ? | 0
O=C(O)C1(c2ccc(F)cc2)CCCCC1 | 3% | 6
Cc1ccc(-c2cc(C(=O)Nc3cc(F)ccc3F)c3ccccc3n2)o1 | 7.9µM* | -7
COc1ccc(C(=O)Nc2ccc(C(=O)NC(C)(C)C)cc2)cc1 | -29% | 5
O=C(c1cc(=O)c2ccccc2o1)N(Cc1ccc(Cl)cc1)Cc1ccco1 | ? | 6
C[C@H]1COc2cc(N(C)CCO)ccc2S(=O)(=O)N1 | -1% | -2
Cc1cc(SCC(=O)NC(=O)NC(C)C)nc2ccccc12 | -4% | 4
Cc1ccc(S(=O)(=O)Nc2nc3ccccc3nc2NC2CCCCC2)cc1 | -19% | -1
Cc1ccsc1/C=C/C1=Cc2c(sc(N)c2C#N)C(C)(C)C1 | 18µM* | 16
Cc1ccc(S(=O)(=O)N2CCC(C(=O)Nc3nc4c(s3)CCCC4)CC2)cc1C | -24% | 0
O=C(Nc1cccc(Br)c1)c1cc(-c2cccnc2)nc2ccccc12 | -29% | 1
CCc1ccc(NC(=O)Nc2ccc3sc(NS(=O)(=O)c4ccccc4)nc3c2)cc1 | ? | 5
O=C(Cn1nc(C(=O)O)c2ccccc2c1=O)NC(=O)c1ccc(Cl)cc1 | 18% | 0

An excerpt of these results, with tabs.
smiles	12-LOX inh	LDHA block
c1csc(CNCCC2CCCC2)c1	-22%	-9
CC(NC(=O)c1nn(C)c(=O)c2ccccc12)c1ccc(Cl)cc1Cl (stereo unspecified)	-10%	3
COc1ccc(N)cc1OCCO	?	26
COc1ccc2cc(C(=O)NC3CCS(=O)(=O)C3)[nH]c2c1 (stereo unspecified)	6%	3
CCn1c(SCC(=O)O)nc2c(=O)n(C)c(=O)n(C)c21	-1%	12
Cc1ccc(Nc2nc(NCc3ccc(Cl)cc3)nc(N)c2[N+](=O)[O-])cc1	?	-2
CNC(=O)NC(=O)CCN(C)Cc1ccc(C(C)C)cc1	?	1
COc1cc(/C=C(\C#N)c2nc3ccc(C)cc3[nH]2)cc(Br)c1OC	28%	1
Cc1cccc(-n2nnnc2C2(NCc3ccccc3)CCCC2)c1	8%	-16
CC(C)OCCCNC(=O)c1cc(-c2ccccc2)nc2ccccc12	0%	-4
CCOc1ccc(-c2nc(CNC(=O)NC3CCCC3)c(C)o2)cc1	6%	-2
COC(=O)C1C2CCC(C2)C1C(=O)OCC(=O)c1ccc(-c2ccccc2)cc1 (stereo unspecified)	?	6
O=C(NCCN1CCC(n2c(=O)[nH]c3ccccc32)CC1)c1ccccc1Cl	?	-1
Clc1ccc(Cl)c(-c2nn3c(CN4CCOCC4)nnc3s2)c1	?	4
CCN1CCN(c2ccc(NC(=O)c3ccc(S(=O)(=O)NCc4ccco4)cc3)cc2)CC1	-15%	-5
NS(=O)(=O)N1CCCC(c2nc3ccccc3o2)C1 (stereo unspecified)	40%[activator]	-8
[2H]C1=C([2H])C([2H])(CC(=C)C)[N+](C)(C)C([2H])(CC(=C)C)C1[2H] (stereo unspecified)	-103%	3
O=C(Cn1c(=O)n(CCc2ccccc2)c(=O)c2sccc21)c1ccccc1Cl	-29%	8
O=C(OCC(=O)N1CCCCC1)c1cc(-c2cccs2)nc2ccccc12	-3%	-3
CC(Oc1cccc(Cl)c1Cl)C(=O)NN (stereo unspecified)	50%[activator]	2
COC(=O)C(CC(C)C)NC(=O)Nc1ccc(C)cc1C (stereo unspecified)	-10%	-12
CC(C)C[C@H]1CN(CCCC[C@H]2CNC(=O)C(=O)N2CCc2ccc(O)cc2)C(=O)C(=O)N1CCC1CCCCC1	?	3

Some of the compounds tested; the hit share may differ from the screen's.
